TRHR ag = qHTS for Small Molecule Agonists and Allosteric Enhancers of Human TRH Receptor: Primary Screen for Agonists; Thyrotropin-releasing hormone receptor (Homo sapiens), P34981; TRHR cells, calcium flux fluo-8, FDSS agonist mode; activation, % at 2 µM; actives 0.18% (n = 360,000); AID 493084, 2011; in the data active = activation above about 30%; note: 0% is about no effect
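Fluo-8-loaded TRHR cells; 10 s baseline, compound added, kinetic Ca2+ fluorescence read 1/s, agonist mode.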
D1 potentiator = Potentiators of Human D1 Dopamine Receptor: qHTS; D(1A) dopamine receptor (Homo sapiens), P21728; HEK293 TREx D1 cells, calcium flux, dopamine EC20 potentiation; potentiation, % at 10 µM; actives 0.036% (n = 360,000); AID 504651, 2011; in the data active = potentiation above about 30%; note: 0% is about no effect
D1 antagonist = Antagonist of Human D 1 Dopamine Receptor: qHTS; D(1A) dopamine receptor (Homo sapiens), P21728; HEK293 TREx D1 cells, calcium flux, dopamine EC80; stronger effect = lower value; activity change, negative = inhibition, % at 10 µM; actives 3.2% (n = 360,000); AID 504652, 2011; in the data active = activity change below about -30%; note: % is set by controls: 0 for no effect and ±100 for the full control effect
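Tetracycline-induced HEK293 T-REx cells with force-coupled D1 receptor were loaded with a no-wash calcium dye. Compound was added after a 10 s baseline and read kinetically for 180 s; EC80 dopamine was then added and calcium flux followed another 180 s.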
RXFP1 antagonist = qHTS Assay for Antagonists of the Relaxin Receptor RXFP1. actives 0.59% (n = 350,000). HEK293-RXFP1, relaxin-stimulated cAMP HTRF, 30 min; stronger effect = lower value. activity change, negative = inhibition, % at 57.5 µM. Relaxin receptor 1 (Homo sapiens), Q9HBX9;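 active = activity change of -60% or lower, but not beyond a set lower limit; inconclusive = change between -60% and -40%, or beyond the set limit; inactive = change above -40%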; note: % is set by controls: 0 for no effect and ±100 for the full control effect
Target sequence (Q9HBX9 whole entry, looked up): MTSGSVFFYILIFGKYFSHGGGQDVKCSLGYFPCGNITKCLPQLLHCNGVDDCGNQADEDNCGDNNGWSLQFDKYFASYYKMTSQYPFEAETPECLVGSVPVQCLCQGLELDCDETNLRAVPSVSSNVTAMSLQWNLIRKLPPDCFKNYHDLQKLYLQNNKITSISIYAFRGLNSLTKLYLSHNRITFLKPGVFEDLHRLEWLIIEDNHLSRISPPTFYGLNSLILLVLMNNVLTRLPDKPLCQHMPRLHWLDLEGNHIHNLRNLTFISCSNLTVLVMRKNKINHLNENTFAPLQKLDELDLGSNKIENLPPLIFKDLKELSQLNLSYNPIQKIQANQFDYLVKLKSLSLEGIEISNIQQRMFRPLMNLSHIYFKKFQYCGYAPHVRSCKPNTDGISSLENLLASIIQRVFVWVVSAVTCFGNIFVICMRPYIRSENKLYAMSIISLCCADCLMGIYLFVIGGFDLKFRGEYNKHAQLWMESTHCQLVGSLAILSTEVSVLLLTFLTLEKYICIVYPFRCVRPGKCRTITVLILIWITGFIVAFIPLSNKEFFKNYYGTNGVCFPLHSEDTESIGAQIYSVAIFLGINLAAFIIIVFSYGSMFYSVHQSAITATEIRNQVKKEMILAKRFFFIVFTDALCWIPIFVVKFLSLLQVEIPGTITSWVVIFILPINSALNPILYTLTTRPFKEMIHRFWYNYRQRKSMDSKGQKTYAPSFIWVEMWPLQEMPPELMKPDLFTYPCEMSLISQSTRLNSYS
RXFP1 agonist = qHTS Assay for Agonists of the Relaxin Receptor RXFP1 | actives 0.3% (n = 370,000) | Relaxin receptor 1 (Homo sapiens), Q9HBX9 | AID 2676, 2010 | Potency, µM (doses to about 57.5 µM), without a hit: at the highest dose activation, hits mostly activators | HEK293T-RXFP1 cAMP TR-FRET, 30 min; response scale: percent of porcine relaxin response, buffer zero; note: potency is the fitted concentration of half-maximal effect; % is set by controls: 0 for no effect and ±100 for the full control effect; nearly all actives have a fitted effect of over 60% in size; many of its hits are not listed in these tables
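HEK293T cells stably expressing RXFP1 were pretreated with the PDE4 inhibitor Ro 20174, exposed to compounds for 30 min at 37C, lysed, and cAMP was read by TR-FRET. Data normalized to buffer (basal) and 29 nM porcine relaxin (100%).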
TRHR PAM = qHTS for Small Molecule Agonists and Allosteric Enhancers of Human TRH Receptor: Primary Screen for Enhancers | Thyrotropin-releasing hormone receptor (Homo sapiens), P34981 | TRHR cells, fluo-8 calcium fluorescence, EC20 TRH enhancement | enhancement, % at 2 µM | actives 0.66% (n = 360,000) | AID 493056, 2011; in the data active = enhancement above about 30%; note: 0% is about no effect
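TRHR-expressing cells loaded with fluo-8 calcium dye were read kinetically (ex 480/em 530) during compound addition, then stimulated with an EC20 of TRH (10 nM final). Enhancement of the Gq-mediated intracellular calcium response was scored.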
D1 agonist = Allosteric Agonists of the Human D1 Dopamine Receptor: qHTS. actives 1% (n = 360,000). activation, % at 2 µM. HEK293 T-REx D1 cells, calcium flux, agonist mode. D(1A) dopamine receptor (Homo sapiens), P21728; in the data active = activation above about 30%; note: 0% is about no effect
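Agonism was scored from calcium flux recorded over 180 s (1 read/s) after pintool compound addition, following a 10-cycle baseline. Cells were inducible force-coupled HEK293 TREx D1, plated overnight at 30 C and loaded with no-wash calcium dye.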
Anesthetic bind = qHTS Assay for Identification of Novel General Anesthetics | Ferritin light chain (Equus caballus), P02791 | apoferritin/1-aminoanthracene competitive binding, fluorescence | Potency, µM (highest dose often 77.5 µM), inactives show at the highest dose activity change, negative = displacement, hits mostly inhibitors | actives 0.074% (n = 350,000) | AID 485281, 2010; note: potency is the fitted concentration of half-maximal effect; % is set by controls: 0 for no effect and ±100 for the full control effect; nearly all actives have a fitted effect of over 20% in size
Target sequence (P02791 2-175 limits assumed): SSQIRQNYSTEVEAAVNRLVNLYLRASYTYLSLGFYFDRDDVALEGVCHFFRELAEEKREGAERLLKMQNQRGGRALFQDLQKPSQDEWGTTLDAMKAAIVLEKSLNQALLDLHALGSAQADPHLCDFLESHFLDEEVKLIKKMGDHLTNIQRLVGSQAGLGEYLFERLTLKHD
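Concentration-response curves derived by four-parameter Hill fitting of normalized fluorescence, where compounds displaced 1-AMA from 10 uM horse apoferritin following a brief 10 min room-temperature incubation; propofol titration acted as positive control.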
D2 PAM = HTS Assay for Positive Allosteric Modulators of the Human D2 Dopamine Receptor: Primary Screen for Potentiators | potentiation, % at 10 µM | AID 485347, 2010 | actives 0.34% (n = 340,000) | D(2) dopamine receptor (Homo sapiens), P14416 | HEK293 T-REx D2, calcium flux, EC20 dopamine potentiation;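 active = potentiation over 3 SD above the plate norm, cut at about 30% in these data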; note: 0% is about no effect
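Primary screen. Calcium kinetics in induced HEK293 T-REx D2 cells: compound pre-addition 180 s, EC20 dopamine, 180 s more.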
Numbers without * were called inactive; ? = inconclusive; . = not tested or not shown; [ ] = another dose, or the depositor's remark. Unless noted, calls come from the whole dose curve; as a rule, active = well fitted curve in the direction sought with a large enough effect; inconclusive = small, poorly fitted or top-dose-only effect, or another doubt; inactive = no such curve, though single readings can be large; an effect the other way counts as inactive or inconclusive.

SMILES | TRHR ag | D1 potentiator | D1 antagonist | RXFP1 antagonist | RXFP1 agonist | TRHR PAM | D1 agonist | Anesthetic bind | D2 PAM
O=C(Cc1ccc(F)cc1)Nc1nnc2n1CCS2 | 0.5 | -2 | -6 | . | -0.2% | 2 | 0 | -2% | 13
COc1cccc(C(=O)CN2CCN(S(=O)(=O)c3ccc(Cl)cc3)CC2)c1 | 0.6 | 0 | -2 | -14 | -0.6% | -1 | 1 | 0% | 10
CC(=O)Nc1ccc(NC(=O)COc2ccc(S(=O)(=O)N3CCCC3)cc2C)cc1 | 2.0 | -3 | 2 | -2 | 0.0% | 1 | 2 | -5% | -6
O=C(O)C1CC(O)CN1C(=O)c1ccco1 (stereo not given) | 0.4 | -3 | -9 | 9 | -0.1% | -1 | 2 | -6% | -1
Cc1ccsc1C(=O)NNC(=O)C1CC=CCC1C(=O)O (stereo not given) | 0.1 | -4 | 1 | 19 | 0.0% | 2 | 3 | 2% | 6
CCOC(=O)N1CCC(NS(=O)(=O)c2ccc3c(c2)OCC(=O)N3)CC1 | -0.3 | -4 | 0 | -6 | 0.8% | 5 | 1 | -7% | 0
CCOc1ccc2[nH]cc(C(=O)N3CCN(CC)CC3)c(=O)c2c1 | 1.1 | -3 | 2 | -1 | -0.6% | 2 | 0 | 0% | -11
N/C(=N\OC(=O)Cc1ccc([N+](=O)[O-])cc1)c1ccccn1 | 0.9 | -3 | -16 | 0 | -1.3% | -4 | 5 | -2% | -4
CCN(CC(=O)NCc1cccs1)C(=O)COc1ccccc1C#N | -0.6 | -4 | -24 | -2 | 0.7% | 10 | 1 | . | 4
O=C(Nc1ccc(N2CCOCC2)cc1)C1CC(=O)N(c2ccccc2)C1 (stereo not given) | -0.3 | -5 | -20 | -7 | 2.2% | -1 | 5 | -12% | 4
Cc1onc(-c2ccccc2Cl)c1C(=O)N1CCOC12CCN(c1cccc(F)n1)CC2 | 0.4 | -7 | 4 | -4 | 1.3% | -1 | 8 | -9% | 2
CCCCc1ccc(NC(=O)COc2ccc(C(=O)Nc3ccccc3OCC)cc2)cc1 | -0.6 | -8 | 3 | 1 | 5.1% | -5 | 10 | -7% | 0
C/C(=N/NC(=O)c1ccoc1C)c1ccc(NC(=O)C2CCCC2)cc1 | -0.1 | -3 | 3 | -7 | 2.3% | -19 | 0 | -12% | -4
N#Cc1ccccc1CSc1ccc(-c2nc3ccccc3[nH]2)cn1 | 0.0 | -6 | -35* | ? | 0.6% | -6 | 15 | -7% | .
Cc1ccc(CNC(=O)CCS(=O)(=O)Cc2ccc(C)cc2)cc1 | -0.6 | 0 | -13 | 6 | -1.2% | 4 | 1 | 2% | -7
CN(C(=O)CSc1nc2ccc(NC(=O)COc3ccc(F)cc3)cc2s1)c1ccccc1 | 0.3 | -2 | -11 | -10 | -0.3% | -1 | 7 | 60%[activator] | -1
COc1ccc(OCCCC(=O)Nc2cccnc2)cc1 | -0.2 | -4 | -19 | -4 | 0.0% | 0 | 0 | -11% | .
CCOC(=O)Cn1c(=NC(=O)CSC(C)=O)sc2cc(F)ccc21 | -0.2 | -5 | 3 | 13 | ? | 9 | 6 | 5% | 1
O=C(O)c1cccc(S(=O)(=O)Nc2ccc(O)c(Sc3nc4ccccc4s3)c2)c1 | 0.4 | 1 | -2 | -8 | 3.6% | -1 | 3 | -6% | -1
COc1cc(O)c(C(CC(=O)N2CCCC(C)C2)c2ccc(N(C)C)cc2)c(OC)c1 (stereo not given) | -0.3 | -1 | 1 | . | 3.5% | -1 | 1 | 1% | -4
CCc1nnc(NC(=S)Nc2ccccc2)s1 | -0.2 | -6 | -1 | -5 | -0.8% | 3 | 4 | 2% | 0
CCOC(=O)N1CCN(C(=O)CNS(=O)(=O)c2c(C)cc(C)cc2C)CC1 | 0.3 | 6 | 13 | -8 | 0.5% | 33* | 5 | 0% | -7
Cn1c(SCC(=O)NCc2ccccc2)nc2ccccc21 | -0.2 | 1 | -13 | 0 | 3.1% | 10 | -1 | -8% | -10
COc1ccccc1/C=N\NC(=O)c1c(C)nc2ccc(Cl)cn12 | -1.5 | -7 | 40 | 7 | 1.6% | 1 | 1 | -8% | 9
O=C(CN1C(=O)NC2(CCCCCC2)C1=O)NCCc1ccccc1 | 0.8 | -1 | 12 | -5 | 2.9% | 6 | 1 | . | -1

Going on with the list:
SMILES | TRHR ag | D1 potentiator | D1 antagonist | RXFP1 antagonist | RXFP1 agonist | TRHR PAM | D1 agonist | Anesthetic bind | D2 PAM
Fc1ccccc1Nc1ncnc2c1nc1n2CCCCC1 | -0.3 | 4 | 5 | . | 5.1% | -6 | -1 | -8% | -11
Cn1c(COc2ccccc2Br)nc2ccccc21 | -0.5 | 4 | -7 | 0 | -0.9% | -4 | 1 | ? | 0
COCCC1CCCCN1C(=O)c1cccc(OC2CCN(C3CCCC3)CC2)c1 (stereo not given) | 0.7 | -4 | -1 | 0 | -2.0% | 2 | 2 | -15% | 2
CC(C)(C)C(=O)Nc1cccc(-c2cc(-c3c(Cl)cccc3Cl)no2)c1 | -0.4 | 1 | -8 | -26 | -0.3% | -3 | 11 | 6% | 2
CCC(C)N1C(=O)CCC1C(=O)N1CCN(c2ccc(F)cc2)CC1 (stereo not given) | -1.9 | 10 | 2 | -4 | -0.1% | -1 | 1 | 1% | 2
Cc1ccc(C)c(NS(=O)(=O)c2cc(C(=O)Nc3ccccc3-c3ccccc3)ccc2C)c1 | -2.5 | -3 | 1 | 0 | 3.0% | 24 | 10 | -16% | 1
COc1ccc(C)cc1NC(=O)C1CCN(S(=O)(=O)c2ccc3c(c2)CCCN3C(C)=O)CC1 | -0.9 | -4 | 14 | -16 | 1.1% | -1 | 1 | -2% | -20
CN(C(=O)Nc1ccc(Cl)cc1)n1cnc2ccccc2c1=O | -0.8 | -3 | 6 | -4 | 4.6% | -1 | 7 | -6% | -12
CC(C)(C)NCCCOc1ccc(Cl)cc1C(C)(C)C | -0.2 | -1 | -4 | . | -0.7% | 6 | 59* | 6% | 2
CN(C(=O)CSc1ncnc2ccccc12)C1CCS(=O)(=O)C1 (stereo not given) | 0.5 | 7 | 10 | 5 | 8.4% | 11 | 3 | . | 6
O=C1NC(=O)/C(=C\c2ccccc2OCc2ccccc2)S1 | -2.1 | 0 | -12 | ? | 0.8% | 6 | 2 | -19% | 9
COc1ccc(C2=NS(=O)(=O)N(C)C(C(=O)NC3CCCCC3)=C2)cc1 | -0.1 | -6 | -6 | -18 | 3.3% | -4 | 3 | -22% | -14
COc1ccccc1Nc1ncnc2scc(-c3ccc(F)cc3)c12 | 0.5 | 0 | 4 | -4 | -1.5% | -3 | 3 | -5% | -6
O=C(O)CN1C(=O)C2C3CC(C2C1=O)C1C(c2ccc(Cl)cc2)c2sc(=O)[nH]c2SC31 (stereo not given) | -0.1 | 12 | -28 | -13 | 1.5% | 4 | 1 | -5% | 6
CC1=CC(C)(C)N(C(=O)CCl)c2ccccc21 | 0.4 | 7 | -7 | -6 | -3.5% | -12 | 5 | -8% | 29
CC(C(=O)Nc1ccc(Cl)cc1Cl)N1C(=O)NC2(CCCCCCC2)C1=O (stereo not given) | -0.1 | -6 | -17 | -7 | -2.0% | -2 | 0 | . | -9
NCCc1nnc(SCc2ccc(F)cc2)o1 | 0.0 | -5 | 0 | -12 | 1.7% | -2 | 10 | ? | 6
O=C(COc1ccccc1)OCC(=O)c1c[nH]c2ccccc12 | 0.7 | 1 | -7 | -8 | -1.1% | -1 | 6 | . | 11
O=C(COC(=O)CCC(=O)c1ccc(Cl)cc1)NCc1ccco1 | 2.3 | 3 | 19 | 4 | 1.0% | -1 | 2 | -5% | 7
CCN1CCC(Nc2ccnc3cc(Cl)ccc23)CC1 | 3.5 | -4 | 12 | 7 | -0.3% | -1 | 5 | 3% | -4
CS(=O)(=O)N1CCN(C(=O)c2ccc(Br)s2)CC1 | 0.4 | -4 | -32* | -17 | 0.6% | 0 | -2 | -11% | 2
Nc1ccc(S(=O)(=O)N2CCc3ccccc32)cc1 | 0.0 | -1 | -25 | 5 | 1.0% | 0 | 4 | -13% | -5
CCOc1c(CNCCN2CCOCC2)cccc1OC | 0.5 | -11 | 7 | 3 | 0.8% | 1 | 2 | 2% | 1
O=C(NCCS(=O)(=O)N1CCN(c2ccc(F)cc2)CC1)c1ccccc1Br | -0.4 | -1 | -17 | -4 | -1.4% | 1 | 3 | 3% | 4
COc1cccc(CN(C)C(=O)c2cccnc2SC)c1OC | 0.3 | -1 | 8 | -3 | 0.3% | 1 | 6 | -8% | 2
O=C(CN1C(=O)C(=O)N(C2CCCC2)C1=O)Nc1ccc(OC(F)F)cc1 | 0.7 | -5 | -1 | -8 | 0.9% | 1 | 3 | . | -3

Compound profiles, as listed above. Screens in order: TRHR ag | D1 potentiator | D1 antagonist | RXFP1 antagonist | RXFP1 agonist | TRHR PAM | D1 agonist | Anesthetic bind | D2 PAM
Shown for CC(=O)Nc1ccc(NC(=O)COc2ccc(S(=O)(=O)N3CCCC3)cc2C)cc1 = 2.0 | -3 | 2 | -2 | 0.0% | 1 | 2 | -5% | -6
Shown for CCN1CCC(Nc2ccnc3cc(Cl)ccc23)CC1 = 3.5 | -4 | 12 | 7 | -0.3% | -1 | 5 | 3% | -4
Shown for O=C(CN1C(=O)NC2(CCCCCC2)C1=O)NCCc1ccccc1 = 0.8 | -1 | 12 | -5 | 2.9% | 6 | 1 | . | -1
Shown for CCOC(=O)Cn1c(=NC(=O)CSC(C)=O)sc2cc(F)ccc21 = -0.2 | -5 | 3 | 13 | ? | 9 | 6 | 5% | 1
Shown for Cn1c(SCC(=O)NCc2ccccc2)nc2ccccc21 = -0.2 | 1 | -13 | 0 | 3.1% | 10 | -1 | -8% | -10

These rows are one share of the data; count on the stated rates, not on these rows.
